Bioassay records from PubChem.
MrgX1 antagonist – antagonists of human MrgX1 receptor, primary screen, HEK293 cells, Fluo-4 calcium flux; BAM8-22 antagonism; stronger effect = lower value; Mas-related G-protein coupled receptor member X1 (Homo sapiens), Q96LB2; AID 588676, 2011; 310,000 tested, 1.3% active; B-score at 10 µM;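 active = calcium-response B-score plate-corrected more than 3 library SD below zero, starting fluorescence within 5 deviations, no agonist response on first addition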;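 also: peak minus trough fluorescence over baseline after final BAM8-22 challenge near maximal dose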
Target sequence (Q96LB2 whole entry, looked up): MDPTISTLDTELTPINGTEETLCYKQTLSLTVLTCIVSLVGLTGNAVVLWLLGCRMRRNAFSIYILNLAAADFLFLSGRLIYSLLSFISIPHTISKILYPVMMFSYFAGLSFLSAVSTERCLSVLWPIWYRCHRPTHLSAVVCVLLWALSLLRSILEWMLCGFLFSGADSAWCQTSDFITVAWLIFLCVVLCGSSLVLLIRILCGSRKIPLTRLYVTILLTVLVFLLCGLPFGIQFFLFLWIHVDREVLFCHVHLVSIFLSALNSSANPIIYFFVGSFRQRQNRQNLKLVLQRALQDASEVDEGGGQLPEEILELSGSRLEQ
TRPC6 inhibitor – mouse TRPC6 channel inhibitors, primary screen, cell-based, HEK293, membrane potential dye; 310,000 tested, 1.1% active; B-score at 10 µM; ACh-evoked depolarization; stronger effect = lower value;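 active = B-score under library mean minus 3 SD, initial fluorescence not abnormally high, positive integrated signal ratio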;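 also: B-score derived from integrated fluorescence ratio over the kinetic read; more negative B-score means stronger inhibition of depolarization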
ANO1 block – TMEM16A chloride channel inhibitors, primary screen, cell-based, HTS; normalized B-score (activity score, 25-100; higher = stronger inhibition) at 10 µM; 310,000 tested, 1.2% active; Anoctamin-1 (Mus musculus), Q8BHY3; HEK293 TMEM16A/YFP iodide influx fluorescence, ionomycin; AID 588511, 2011;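 active = ratio plate-corrected score three or more library SD toward inhibition, starting fluorescence score within five deviations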;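 also: score derived from kinetic fluorescence span divided by baseline fluorescence per well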
SKKanGAS inh – S. pyogenes SKKanGAS growth inhibitors in kanamycin, primary screen, streptokinase expression inhibitor project, SKKanGAS strain, BacTiter-Glo luminescence. 6 h. inhibition, % at 7.5 µM. 300,000 tested, 1.3% active. AID 1662, 2009;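 active = mean replicate score, as percent of positive control median, at least 50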;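 also: strain carries kanamycin resistance gene driven by streptokinase promoter and grows in 40 µg/ml kanamycin; loss of luminescence reflects streptokinase promoter inhibition or plain growth inhibition; 0% = median of DMSO wells and 100% = positive control at its reference dose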
MrgX1 agonist – agonists of human MrgX1 receptor, primary screen, HEK293 cells, Fluo-4 calcium flux. Fluo-4 calcium fluorescence, agonist mode; stronger effect = higher value. B-score at 10 µM. 310,000 tested, 0.44% active. AID 588627, 2011;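 active = calcium response B-score plate-corrected fluorescence ratio at least 3 library SD, with starting fluorescence B-score inside 5 SD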
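Test system: HEK293 cells stably expressing human MrgX1 receptor; amount: 15,000 cells per well; doses: compound delivered in addition one of three; times: overnight plating before 1 h dye loading; detection: Fluo-4 NW calcium-flux fluorescence, kinetic read; read-out basis: B-scored fluorescence response ratio; controls: positive and negative controls per plate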
MrgX1 PAM – positive allosteric modulators of MrgX1, primary screen, HEK293 cells, Fluo-4 calcium flux; Mas-related G-protein coupled receptor member X1 (Homo sapiens), Q96LB2; FDSS; stronger effect = higher value; B-score at 10 µM; 310,000 tested, 0.63% active; AID 588675, 2011;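 active = plate-corrected calcium response at least 3 library SD above typical, normal starting fluorescence, not activating the receptor alone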;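 also: compound read alongside a low EC10 to EC30 dose of BAM8-22 agonist; peak minus trough fluorescence over baseline measured at the second addition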
TRPC6 act – mouse TRPC6 channel activators, primary screen, cell-based, HEK293, membrane potential dye; Short transient receptor potential channel 6 (Mus musculus), Q61143; HEK293-TRPC6 membrane potential dye fluorescence; stronger effect = higher value; B-score at 10 µM; 310,000 tested, 0.13% active;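 active = B-score of the integrated fluorescence ratio above library mean plus 3 SD, and starting fluorescence ratio within library mean plus 5 SD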;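 also: higher score means more depolarization so channel activation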
TMEM16A act – TMEM16A chloride channel activators or potentiators, primary screen, cell-based, HTS; 340,000 tested, 0.3% active; Anoctamin-1 (Mus musculus), Q8BHY3; B-score at 10 µM; HEK293 TMEM16A/YFP-H148Q/I152L, iodide quench fluorescence; stronger effect = lower value;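 active = fluorescence-ratio B-score plate-corrected deviation score at least 3 library SD below zero, with starting fluorescence score within 5 deviations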;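 also: channel opened by trigger with iodide after compound preincubation; score built on the fluorescence ratio of max minus min over baseline; more negative score means more quench and so TMEM16A activation or potentiation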
HDAC3 inh – HDAC3 deacetylase inhibitors, primary screen, biochemical, fluorescence, cell-free homogeneous; Histone deacetylase 3 (Homo sapiens), O15379; recombinant HDAC3, fluorogenic peptide/trypsin coupled; inhibition, % at 8.3 µM; 320,000 tested, 0.15% active; in the data active = inhibition above about 26%, passing the limit was not always enough
Target sequence (O15379 whole entry, looked up): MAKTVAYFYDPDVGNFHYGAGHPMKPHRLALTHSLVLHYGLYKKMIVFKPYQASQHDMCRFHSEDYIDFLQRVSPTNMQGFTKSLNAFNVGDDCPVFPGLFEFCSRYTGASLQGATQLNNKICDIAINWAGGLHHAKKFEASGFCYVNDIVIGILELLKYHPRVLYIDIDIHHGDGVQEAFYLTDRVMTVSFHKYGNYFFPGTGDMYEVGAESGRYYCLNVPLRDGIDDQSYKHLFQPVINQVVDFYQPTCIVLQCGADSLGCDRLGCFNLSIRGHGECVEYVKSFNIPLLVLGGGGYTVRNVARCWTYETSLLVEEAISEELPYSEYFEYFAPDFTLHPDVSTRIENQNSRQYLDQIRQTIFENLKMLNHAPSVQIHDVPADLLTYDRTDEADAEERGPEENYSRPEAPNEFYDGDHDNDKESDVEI
RGS4 block – RGS4 inhibitors, primary screen, cell-based, HEK293 M3R inducible RGS4, calcium flux. Regulator of G-protein signaling 4 (Homo sapiens), P49798. Fluo-4 calcium flux; stronger effect = higher value; triggered by carbachol at its EC20. B-score at 10 µM. 310,000 tested, 0.45% active. AID 463165, 2010;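 active = B-score, a plate-corrected calcium signal, over three deviations above library mean, with baseline fluorescence within five deviations of library mean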;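 also: RGS4 expression induced by doxycycline in cells with stable M3 receptor; B-score is computed from the integrated fluorescence ratio over baseline after carbachol; higher B-score means a larger calcium signal and so more RGS4 inhibition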
Target sequence (P49798 whole entry, looked up): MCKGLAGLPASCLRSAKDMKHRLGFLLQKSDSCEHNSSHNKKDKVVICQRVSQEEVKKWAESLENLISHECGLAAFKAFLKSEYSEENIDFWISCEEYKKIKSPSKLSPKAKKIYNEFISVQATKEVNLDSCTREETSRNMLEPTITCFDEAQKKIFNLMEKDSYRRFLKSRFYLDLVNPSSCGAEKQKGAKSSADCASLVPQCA
RGS4 pot – RGS4 potentiators or activators, primary screen, cell-based, HEK293 M3R inducible RGS4, calcium flux; carbachol calcium flux Fluo4; stronger effect = lower value; B-score at 10 µM; 310,000 tested, 0.92% active; AID 463111, 2010;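 active = B-score of the integrated calcium signal more than 4 SD below the library mean, with starting fluorescence not abnormally high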;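 also: negative B-score means reduced calcium response which marks RGS4 activation or potentiation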
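test system = HEK293 cells with stable M3R and inducible RGS4 | schedule = recording 10 s baseline at 1 Hz, 100 s post-agonist | technique = Fluo4-AM (2 µM) calcium-flux fluorescence, kinetic read | measure = Agonist-evoked peak-minus-minimum fluorescence over baseline, integrated ratio, B score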
Starred values were filed as active, the others as inactive; i = inactive; . = not tested or not shown.

SMILES | MrgX1 antagonist | TRPC6 inhibitor | ANO1 block | SKKanGAS inh | MrgX1 agonist | MrgX1 PAM | TRPC6 act | TMEM16A act | HDAC3 inh | RGS4 block | RGS4 pot
CCOc1cc(-c2noc(N)c2C#N)cc(OCC)c1OCC | i | i | i | -11.0 | i | i | i | i | 11.1 | i | i
CCCCCn1c(=O)c(Cc2ccccc2)c(O)c2ccccc21 | i | i | i | 6.8 | i | i | i | i | 7.6 | i | i
CN(C)S(=O)(=O)N1CCC(Oc2ccc(C(=O)NCC(C)(C)CO)cc2)CC1 | i | i | i | 2.2 | i | i | i | i | -2.3 | i | i
CC(Oc1ccc(C(=O)c2ccc(F)cc2)cc1)C(=O)N1CCOCC1 (stereo not drawn) | i | i | i | -10.2 | i | i | i | i | 2.5 | i | i
CCOC(=O)C(=NCCOC)NNc1cc(Cl)ccc1Cl | i | i | i | -6.6 | i | i | i | i | 4.9 | i | i
COC(=O)c1ccc(CN2CCC(CO)(Cc3cccc(OC)c3)CC2)cc1 | i | i | i | 5.6 | i | i | i | i | -2.4 | i | i
Oc1ccc(Cl)cc1N=Cc1sc2ccccc2c1Cl | i | i | i | -4.9 | i | i | i | i | -2.2 | i | i
Cc1cccc(N2CSC3=C(C#N)C(c4ccc(C)o4)CC(=O)N3C2)c1 (stereo not drawn) | i | i | i | 6.7 | i | i | i | . | -2.0 | i | i
CCCCc1c(C)nc(N)[nH]c1=O | i | i | i | -0.4 | i | i | i | i | 0.2 | i | i
CCN(CC)C(=O)/C(=C/c1ccc2c(c1)OCO2)NC(=O)c1ccc(Br)cc1 | i | i | i | -11.7 | i | i | i | i | -1.8 | i | i
O=C(Nc1ccc2nsnc2c1)NC1CCCCC1 | i | i | i | -13.0 | i | i | i | i | -9.7 | i | i
CCN1CCN(S(=O)(=O)c2ccc(Cl)c(C(=O)NCc3ccco3)c2)CC1 | i | i | i | -2.0 | i | i | i | i | -0.4 | i | i
O=C(NCCN1C(=O)S/C(=C\c2cccnc2)C1=O)C1=NN(c2ccccc2)C(=O)CC1 | i | i | i | 4.3 | i | i | i | i | 2.1 | i | i
COc1c(/C=N/Nc2ccc(C(=O)O)cc2)c(CCN(C)C(C)=O)cc2c1OCO2 | i | i | i | -6.0 | i | i | i | i | 3.5 | i | i
O=C(O)c1ccccc1C(=O)c1ccc(Br)s1 | i | i | i | -1.3 | i | i | i | i | 0.0 | i | i
O=C1N(C2CCCC2)C[C@@H]2C[C@@H](c3cccn3-c3ccccn3)N3CCC[C@@]123 | i | i | i | -26.2 | i | i | i | i | -3.2 | i | i
COC(C[C@@H]1O[C@@H]1[C@H](O)[C@H](C)OCc1ccccc1)OC | . | i | . | -0.6 | . | . | i | i | . | i | i
[O-]/[N+](=C/c1ccc(F)cc1)c1ccc(Cl)cc1 | i | i | i | -2.5 | i | i | i | i | -1.7 | i | i
c1ccc(C2=NNC(=NC3CC3)SC2)cc1 | i | i | i | 21.7 | i | i | i | i | 1.9 | i | i
N/C(CN1CCCCC1)=N\S(=O)(=O)c1cc(Cl)cc(Cl)c1 | i | i | i | 2.7 | i | i | i | i | 1.0 | i | i
O=C(/C=C/c1ccc(F)cc1)NCCc1ccc2c(c1)OCCO2 | i | i | i | -0.7 | i | i | i | i | . | i | i
CCS(=O)(=O)c1ccc2oc(SCC(=O)NCCc3ccc(OC)cc3)nc2c1 | i | i | i | 5.0 | i | i | i | i | -4.3 | i | i
O=C(Cn1nc(Cc2cccnc2)c2ccccc2c1=O)Nc1ccccc1F | i | i | i | -11.1 | i | i | i | i | -7.2 | i | i
CCC(C)NC(=O)CNC(=S)N(CCCN1CCOCC1)Cc1cccs1 (stereo not drawn) | i | i | i | 2.8 | i | i | i | i | 5.0 | i | i
Cc1ccc(S(=O)(=O)CC(O)COc2ccc(F)cc2Cl)c(C)c1 (stereo not drawn) | i | i | i | 6.9 | i | i | i | i | 1.8 | i | i
Cc1cc(C)nc(SCCN2CCOCC2)n1 | i | i | i | 5.6 | i | i | i | i | -3.1 | i | i
CCOC(=O)c1cccc(NC(=O)C2CCN(S(=O)(=O)c3cnc[nH]3)CC2)c1 | i | i | i | 0.4 | i | i | i | i | . | i | i
COc1ccc([N+](=O)[O-])cc1Nc1c2ccccc2nc2ccccc12 | i | i | i | 2.3 | i | i | i | i | 2.4 | i | i
CCOc1cc(CNCc2cc(OC)cc(OC)c2)ccc1OC | i | i | i | -1.6 | i | i | i | i | -3.8 | i | i
O=C(N/N=C/c1cccc(F)c1)c1cc(-c2ccco2)nc2ccccc12 | i | i | i | 2.0 | i | i | i | i | -10.6 | i | i
O=C1c2cc(O)c(O)cc2S(=O)(=O)C1c1ccccc1 (stereo not drawn) | i | i | i | 3.1 | i | i | i | i | 1.6 | i | i
Cn1c(Cn2c(=O)sc3ccccc32)nnc1SCC(=O)Nc1ccc2c(c1)OCO2 | i | i | i | -0.5 | i | i | i | i | -7.7 | i | i
COc1ccc(NC(=O)Nc2cccs2)cn1 | i | i | i | 0.5 | i | i | i | i | 0.7 | i | i
O=C(O)C(NS(=O)(=O)c1cccc2nsnc12)c1ccccc1 (stereo not drawn) | i | i | i | 5.9 | i | i | i | i | 7.8 | i | i
O=C(O)CSc1nc(SCc2ccccc2Cl)nc2c1CCCC2 | i | i | i | -9.9 | i | i | i | i | 5.3 | i | i
CS/C(=N\S(=O)(=O)c1ccc(N)cc1)NS(=O)(=O)c1cccs1 | i | i | i | -17.9 | i | i | i | i | 7.7 | i | i
O=C(CSc1nc(-c2cccs2)cc(C(F)(F)F)n1)NCCCN1CCOCC1 | i | i | i | -1.9 | i | i | i | i | 6.9 | i | i
CN(C)CCCN(C(=O)c1sc2ccccc2c1Cl)c1nc2ccc(F)cc2s1 | i | i | i | 5.8 | i | i | i | i | 4.7 | i | i
Cc1ccc(CNC(=O)COC(=O)c2cnc(C)cn2)cc1 | i | i | i | 4.2 | i | i | i | i | 1.6 | i | i
O=C(O)c1cccc(S(=O)(=O)Nc2ccccc2C(=O)NCCc2ccccc2)c1 | i | i | i | 7.4 | i | i | i | i | 5.9 | i | i
COc1cccc(C2CN(c3ccc(F)cc3F)N=C2c2cccs2)c1OC (stereo not drawn) | i | i | i | 10.5 | i | i | i | i | -22.9 | i | i
CC(OC(=O)C1=COCCO1)C(=O)Nc1ccc(Cl)cn1 (stereo not drawn) | i | i | i | -3.0 | i | i | i | i | -0.3 | i | i
Cc1ccc(S(=O)(=O)N(C)c2ccc(OCC(=O)N3CCCCC3)cc2)cc1 | i | i | i | 8.4 | i | i | i | i | 0.5 | i | i
Cc1nc2ccccc2n1CC(O)Cn1c(C(F)(F)F)nc2ccccc21 (stereo not drawn) | i | i | i | -1.5 | i | i | i | i | -4.6 | i | i
COc1ccc(/C=C/C(=O)Oc2ccc(C)cc2)cc1 | i | i | i | 23.6 | i | i | i | i | 4.5 | i | i
CCCC1=C/C(=C/c2ccc(-c3ccccc3OC)o2)C(=O)O1 | i | i | i | -4.7 | i | i | i | i | -2.7 | i | i
CCOc1ccc(NC(=O)CC2S/C(=N/N=C3CCCCCC3)NC2=O)cc1 (stereo not drawn) | i | i | i | -0.2 | i | i | i | i | -3.0 | i | i
O=C(Cc1n[nH]c(=O)c2ccccc12)NCc1ccc(Cl)cc1 | i | i | i | 2.8 | i | i | i | i | . | i | i
CCN1CCN(CC(O)COCc2ccccc2)CC1 (stereo not drawn) | i | i | i | -1.4 | i | i | i | i | 3.3 | i | i
Cc1ccc(NC(=O)C2CCN(S(C)(=O)=O)CC2)c(C)c1 | i | i | i | -2.0 | i | i | i | i | -16.4 | i | i

More results follow:
SMILES | MrgX1 antagonist | TRPC6 inhibitor | ANO1 block | SKKanGAS inh | MrgX1 agonist | MrgX1 PAM | TRPC6 act | TMEM16A act | HDAC3 inh | RGS4 block | RGS4 pot
COc1ccc(NC(=O)Cn2nnc(-c3ccccc3NS(=O)(=O)c3ccccc3)n2)cc1 | i | i | 100* | 7.9 | i | i | i | i | 15.9 | i | i
Cc1cc(C)n(C(=O)C(C(=O)c2ccccc2)C(C)C)n1 (stereo not drawn) | i | i | i | -3.4 | i | i | i | i | 1.1 | i | i
O=C(COc1ccc2c(-c3ccccc3)cc(=O)oc2c1)NCC1CCC(C(=O)O)CC1 (stereo not drawn) | i | i | i | 16.9 | i | i | i | i | 8.3 | i | i
Cc1nn(Cc2c(F)c(F)c(F)c(F)c2F)c(C)c1NC(=O)c1ccc(COc2cc(Cl)ccc2Cl)cc1 | i | i | i | 20.2 | i | i | i | i | -3.1 | i | i
Cc1cc(NC(=O)c2cnn3cccnc23)no1 | i | i | i | 6.9 | i | i | i | i | -0.2 | i | i
CCC1Oc2ccccc2N(CC(=O)NCc2cccs2)C1=O (stereo not drawn) | i | i | i | 4.0 | i | i | i | i | 0.6 | i | i
COc1cc(NC2c3ccccc3C(=O)N2Cc2ccccc2Cl)cc(OC)c1OC (stereo not drawn) | i | i | i | -0.9 | i | i | i | i | 1.2 | i | i
CC(=O)Nc1sc2c(c1CN1CCN(c3ccccn3)CC1)CCCC2 | i | i | i | -17.5 | i | i | i | i | -4.4 | i | i
O=C(CN1CCCC1)Nc1ccccc1Sc1ccc(Cl)cc1 | i | i | i | -1.1 | i | i | i | i | -6.9 | i | i
CCOC(=O)C1=C(C)OC(N)=C(C#N)C1c1cc2c(cc1Br)OCO2 (stereo not drawn) | i | -5.17* | i | 0.0 | i | i | i | i | 3.0 | i | -8.74*
CN1C(=O)N(C)C2(CC1(C)C)CC(C)(C)N(C)C(=O)N2C | i | i | i | -3.2 | i | i | i | i | 1.3 | i | i
